EPAC1 ag: activates human EPAC1 exchange factor; O95398; EPAC1 agonist qHTS, biochemical assay; response scale: 100% = response to 6.5 mM cAMP; actives 0.073% (n = 360,000); AID 720707; Potency, µM (top dose mostly 154 µM), for the others: top-dose activation, actives largely listed as activators; further: potency means the concentration at half of the fitted maximal effect; nearly all actives have a fitted effect of over 60% in size
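Read-out is the fluorescence drop as BODIPY-GDP leaves Rap1B (480 nm excitation, 540 nm emission), recorded every 5 minutes over 30 minutes. Reactions held 100 nM EPAC1, 250 nM Rap1B–BODIPY-GDP and 50 uM GDP, with 6.5 mM cAMP setting full activation.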
EPAC1 antagonist: antagonists of human EPAC1; EPAC1 GEF assay, Rap1b-BODIPY-GDP exchange fluorescence; actives 0.14% (n = 360,000); AID 720709; Potency, µM (titrated, usually from 115 µM), for inactives: top-dose activity change, negative = inhibition, usual class: inhibitors;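 further: potency means the concentration at half of the fitted maximal effect; plate controls were vehicle for no effect and positive control for full effect; nearly all actives have a fitted effect of over 50% in size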
PLK1 PBD inh: inhibitors of human PLK1 polo-box domain binding. P53350. Plk1 PBD binding of FITC phosphopeptide, fluorescence polarization. Potency, µM, inactives show max response, negative = inhibition, most hits filed as inhibitors. actives 2.8% (n = 360,000). AID 720504; further: potency means the concentration at half of the fitted maximal effect; series mostly up to about 57 µM; on the % scale 0 is the no-effect control and ±100 the full control effect; nearly all actives have a fitted effect of over 65% in size
EPAC2 ag: agonists of human EPAC2 (RAPGEF4); Q8WZA2; EPAC2 activation, biochemical qHTS; response scale: 100% = 6.5 mM cAMP response; Potency, µM (series often up to 154 µM), for inactives: at the highest dose activation, usual class: activators; actives 0.079% (n = 360,000); AID 720711; further: potency means the concentration at half of the fitted maximal effect; nearly all actives have a fitted effect of over 50% in size
Target sequence (Q8WZA2 whole entry, looked up): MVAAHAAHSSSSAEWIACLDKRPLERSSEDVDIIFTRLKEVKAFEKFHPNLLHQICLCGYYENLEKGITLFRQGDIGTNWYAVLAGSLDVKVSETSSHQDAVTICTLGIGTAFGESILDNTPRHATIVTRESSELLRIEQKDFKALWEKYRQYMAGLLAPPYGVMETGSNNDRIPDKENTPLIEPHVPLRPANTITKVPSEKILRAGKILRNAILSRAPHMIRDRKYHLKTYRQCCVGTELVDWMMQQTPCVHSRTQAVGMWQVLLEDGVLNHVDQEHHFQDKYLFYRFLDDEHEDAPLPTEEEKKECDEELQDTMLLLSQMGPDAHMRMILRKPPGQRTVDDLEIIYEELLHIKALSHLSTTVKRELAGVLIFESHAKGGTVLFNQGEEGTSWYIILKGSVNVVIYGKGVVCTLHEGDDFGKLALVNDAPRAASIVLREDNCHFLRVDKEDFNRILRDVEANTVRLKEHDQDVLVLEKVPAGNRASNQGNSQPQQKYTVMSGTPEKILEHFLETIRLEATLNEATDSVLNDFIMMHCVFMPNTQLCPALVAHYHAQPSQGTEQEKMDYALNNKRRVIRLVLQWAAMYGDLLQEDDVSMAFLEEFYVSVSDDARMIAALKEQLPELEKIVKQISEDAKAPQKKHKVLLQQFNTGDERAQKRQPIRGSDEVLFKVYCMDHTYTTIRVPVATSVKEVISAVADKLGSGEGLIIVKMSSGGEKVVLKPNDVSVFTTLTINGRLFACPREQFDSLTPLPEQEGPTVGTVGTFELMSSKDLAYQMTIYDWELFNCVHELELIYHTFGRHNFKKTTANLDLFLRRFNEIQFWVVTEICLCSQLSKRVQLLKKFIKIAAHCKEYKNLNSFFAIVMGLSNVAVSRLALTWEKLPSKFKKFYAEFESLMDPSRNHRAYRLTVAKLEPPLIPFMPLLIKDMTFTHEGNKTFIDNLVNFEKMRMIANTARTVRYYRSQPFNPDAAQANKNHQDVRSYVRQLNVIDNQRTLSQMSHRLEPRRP
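Setup: EPAC2 100 nM, labeled Rap1B complex 250 nM, free GDP 50 uM. Compound titrations pinned in, brief spin, 5 min room temperature incubation. Kinetic fluorescence read over 30 min, normalized to 6.5 mM cAMP.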
CCT modulator: changes cytosolic chaperonin activity; purified chaperonin ATPase assay, HTRF ADP detection, 30 min; activity change, % (no concentration beside the values), hits read low; actives 0.3% (n = 360,000); AID 651819; in the data active means activity change below about -30%; further: on the % scale 0 is the no-effect control and ±100 the full control effect
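Enzyme 40 or 20 nM (batch-dependent) in Tris pH 7.4/KCl/MgCl2/DTT; cpd 76 uM single point; ATP 10 uM; 30 min 37 °C; Transcreener ADP HTRF detection, 30 min RT; ratio 665/615.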
WRN inhibitor: blocks human WRN helicase; actives 0.46% (n = 360,000); Q14191; WRN helicase unwinding, fluorescent forked duplex, kinetic; Potency, µM (highest dose often 114 µM), without a hit: top-dose activity change, negative = inhibition, hits mostly inhibitors; further: potency means the concentration at half of the fitted maximal effect; on the % scale 0 is the no-effect control and ±100 the full control effect; nearly all actives have a fitted effect of over 55% in size
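WRN at 20 nM final was preincubated with compound for 15 min at room temperature; reaction started with 100 nM forked duplex oligonucleotide carrying fluorophore and quencher plus 2 mM ATP (final). Unwinding followed kinetically by red fluorescence (ex 525/em 598 nm).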
PI5P4K alpha inh: blocks human PI5P4K alpha kinase activity. P48426. PI5P4Kalpha enzyme, ADP-Glo luminescence, 60 min; active compounds read low. max response, %. actives 1.2% (n = 330,000); active means max response of -50% or lower; inconclusive means between -30% and -50%; inactive means -30% or higher; further: value at the top dose of about 77 µM; on the % scale 0 is the no-effect control and ±100 the full control effect
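Enzyme plus substrate dispensed, test compounds pinned in, then ATP (5 microM final) added. After 60 min at RT, ADP-Glo reagent 1 for 45 min and reagent 2 for 30 min preceded luminescence imaging.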
IL2 activator: activates IL-2 in a cell-based reporter assay | IL-2 activation reporter assay, cell-based qHTS; stimulated with anti-CD3/CD4/CD28 beads; in transgenic mouse T cells | activation, % (series mostly up to about 46 µM) | actives 0.065% (n = 360,000) | AID 652025; in the data active means activation above about 50%; inconclusive means mostly about 30% to 49%; further: 0% is about no effect
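Unstimulated transgenic mouse T cells, 750 per well, received compound and, after 60 minutes, anti-CD3/anti-CD4 bead plus anti-CD28 stimulation. EGFP and DsRed were quantified after 18 hours.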
An asterisk follows results filed as active; ? = inconclusive; . = no result given; [ ] = another dose, or the depositor's remark. Unless noted, the call rests on the fitted dose curve; in most records, active means well fitted curve in the direction sought with a large enough effect; inconclusive means small, poorly fitted or top-dose-only effect, or another doubt; inactive means no such curve, though single readings can be large; an effect the other way counts as inactive or inconclusive. Only part of the results is shown, so the mix of outcomes need not match the whole.

Every second line gives: EPAC1 ag, EPAC1 antagonist, PLK1 PBD inh, EPAC2 ag, CCT modulator, WRN inhibitor, PI5P4K alpha inh, IL2 activator
- Cc1ccc(C2(C)NC(=O)N(CC(=O)Nc3ccc4c(c3)OCO4)C2=O)cc1 (configuration not stated)
  -1%, 16%, 3%, 1%, -0.4, -1%, -2, 1.5
- Cc1ccc(NC2CCCN(C(=O)CSc3ccncc3)C2)cc1C (configuration not stated)
  10%, 2%, -15%, 6%, -0.2, 6%, 6, -0.4
- CN(Cc1ccncc1)C(=O)[C@@H]1CCCN1C(=O)[C@@H]1CCCN1
  10%, 11%, -10%, 10%, -3.1, -3%, 1, 0.2
- CC(C)COc1ccc(-c2cc(C(=O)NN)[nH]n2)cc1
  5%, -10%, -10%, -5%, -1.6, -1%, 0, -0.7
- COc1ccc(C(=O)OCC(=O)N2CCc3ccccc32)cc1S(=O)(=O)N1CCOCC1
  5%, -16%, -4%, 0%, 0.0, -16%, 2, 1.8
- COc1ccc(CN2CCCC(C(=O)Nc3cccc(-n4cccn4)c3)C2)c(F)c1 (configuration not stated)
  8%, -13%, -20%, 25%, -3.8, -4%, 1, -4.3
- NS(=O)(=O)c1ccc2c(c1)C1C=CCC1C(C1CC=CCC1)N2 (configuration not stated)
  0%, 71µM*, -24%, 5%, -0.8, ?, -80*, 1.1
- COc1ccc(S(=O)(=O)N2CCOCC2)cc1NC(=O)COC(=O)CCS(=O)(=O)c1ccc(C)cc1
  5%, 6%, 1%, 1%, -3.0, 8%, -4, -2.4
- COc1nc(Oc2ccc(=O)n(C)n2)nc(N(C)C)n1
  4%, 7%, -6%, 23%, -2.2, 0%, 3, 0.1
- CCc1cccc(CC)c1NC(=S)NC(C)c1ccccc1 (configuration not stated)
  2%, -13%, 2%, -1%, -0.7, 6%, 4, -0.7
- CCN(CC(=O)Nc1cccc(OC)c1)C(=O)c1cnc(Cl)c(Cl)c1
  5%, 3%, -10%, 11%, -5.4, 0%, 5, 0.0
- O=C(O)COc1ccc(-c2nc(-c3ccccc3)c(-c3ccccc3)[nH]2)cc1
  -2%, 8%, -7%, -2%, -1.5, -20%, -2, -1.2
- CCOC(=O)C(=O)Nc1sc(C(=O)N(CC)CC)c(C)c1C#N
  -4%, 11%, -16%, 6%, -2.1, -2%, -9, -0.3
- COc1ccc(N=Nc2cnc(C)nc2-c2ccccc2)cc1
  9%, -12%, 0%, 12%, -1.9, -19%, 16, 2.5
- COc1ccccc1N1CCN(C(=O)COc2cccc3ccccc23)CC1
  -10%, -13%, 5%, 1%, -1.1, -4%, 4, 2.1
- O=C(COc1cc2oc(=O)c3c(c2cc1Cl)CCC3)Nc1ccc(CN2CCOCC2)cc1
  -2%, -6%, -14%, -3%, 0.6, -8%, 7, -0.3
- CSc1ccccc1NC(=O)COC(=O)Cc1ccsc1
  9%, 4%, -6%, 20%, -3.1, -26%, 7, -5.4
- CCc1cc2c(-c3ccccc3)cc(=O)oc2cc1OCC(C)=O
  -9%, -14%, -16%, 11%, -1.7, -33%, 5, 0.2
- CC(=O)c1c(C)[nH]c(C(=O)NCCc2ccc(Cl)cc2)c1C
  2%, -4%, -8%, 11%, -1.4, 5%, 1, 1.4
- Cc1ccc([C@@H]2C[C@H]3[C@@H](CN2S(=O)(=O)c2ccc(Cl)cc2)C(=O)C[C@@H](c2cccc(Cl)c2)N3S(=O)(=O)c2ccc(C)cc2)cc1
  3%, -8%, -7%, 7%, 0.8, -1%, 8, -2.8

An excerpt from above in order of molecular weight, highest first.
Every second line gives: EPAC1 ag, EPAC1 antagonist, PLK1 PBD inh, EPAC2 ag, CCT modulator, WRN inhibitor, PI5P4K alpha inh, IL2 activator
- Cc1ccc([C@@H]2C[C@H]3[C@@H](CN2S(=O)(=O)c2ccc(Cl)cc2)C(=O)C[C@@H](c2cccc(Cl)c2)N3S(=O)(=O)c2ccc(C)cc2)cc1
  3%, -8%, -7%, 7%, 0.8, -1%, 8, -2.8
- COc1ccc(S(=O)(=O)N2CCOCC2)cc1NC(=O)COC(=O)CCS(=O)(=O)c1ccc(C)cc1
  5%, 6%, 1%, 1%, -3.0, 8%, -4, -2.4
- COc1ccc(C(=O)OCC(=O)N2CCc3ccccc32)cc1S(=O)(=O)N1CCOCC1
  5%, -16%, -4%, 0%, 0.0, -16%, 2, 1.8
- CCN(CC(=O)Nc1cccc(OC)c1)C(=O)c1cnc(Cl)c(Cl)c1
  5%, 3%, -10%, 11%, -5.4, 0%, 5, 0.0
- COc1ccccc1N1CCN(C(=O)COc2cccc3ccccc23)CC1
  -10%, -13%, 5%, 1%, -1.1, -4%, 4, 2.1
- O=C(O)COc1ccc(-c2nc(-c3ccccc3)c(-c3ccccc3)[nH]2)cc1
  -2%, 8%, -7%, -2%, -1.5, -20%, -2, -1.2
- NS(=O)(=O)c1ccc2c(c1)C1C=CCC1C(C1CC=CCC1)N2 (configuration not stated)
  0%, 71µM*, -24%, 5%, -0.8, ?, -80*, 1.1
- CCc1cc2c(-c3ccccc3)cc(=O)oc2cc1OCC(C)=O
  -9%, -14%, -16%, 11%, -1.7, -33%, 5, 0.2
- CSc1ccccc1NC(=O)COC(=O)Cc1ccsc1
  9%, 4%, -6%, 20%, -3.1, -26%, 7, -5.4
- CC(=O)c1c(C)[nH]c(C(=O)NCCc2ccc(Cl)cc2)c1C
  2%, -4%, -8%, 11%, -1.4, 5%, 1, 1.4
- CCc1cccc(CC)c1NC(=S)NC(C)c1ccccc1 (configuration not stated)
  2%, -13%, 2%, -1%, -0.7, 6%, 4, -0.7
- COc1ccc(N=Nc2cnc(C)nc2-c2ccccc2)cc1
  9%, -12%, 0%, 12%, -1.9, -19%, 16, 2.5
- COc1nc(Oc2ccc(=O)n(C)n2)nc(N(C)C)n1
  4%, 7%, -6%, 23%, -2.2, 0%, 3, 0.1
- CC(C)COc1ccc(-c2cc(C(=O)NN)[nH]n2)cc1
  5%, -10%, -10%, -5%, -1.6, -1%, 0, -0.7

Next structures follow.
Every second line gives: EPAC1 ag, EPAC1 antagonist, PLK1 PBD inh, EPAC2 ag, CCT modulator, WRN inhibitor, PI5P4K alpha inh, IL2 activator
- CCc1nnc(NC(=O)c2cc(Cl)ccn2)s1
  -1%, 19%, ?, -4%, 1.2, -9%, -14, 0.4
- CC(C)(C)Nc1nc2cc([N+](=O)[O-])ccc2o1
  -6%, -12%, 2%, 5%, -1.1, -5%, 3, 0.2
- CSc1nc(=O)n2cc(C)ccc2n1
  -5%, -10%, -13%, 2%, -0.4, 4%[57.1 µM], 8, 0.0
- O=C(Nc1ccc2c(c1)OCO2)c1ccc2c(c1)OCO2
  -9%, -5%, 4%, -1%, 2.1, 1%, -1, 0.6
- CN(C)S(=O)(=O)N1CCN(c2ccc([N+](=O)[O-])c(NC3CC3)c2)CC1
  3%, -5%, -11%, 9%, -1.7, 1%, -1, -4.0
- CCc1sc(C(=O)Nc2ncccc2O)cc1C
  -7%, -25%, -4%, -5%, -0.6, 2%, 2, -1.9
- COc1ccccc1CCC(=O)Nc1cc(S(=O)(=O)N2CCOCC2)ccc1N1CCCC1
  -1%, 4%, -3%, 2%, -2.4, 3%, 2, -1.4
- Cc1ccc2ncccc2c1NS(=O)(=O)c1ccccc1
  0%, 0%, -5%, 1%, -1.9, 9%, 2, 1.6
- C/C(=N\NC(=S)NCc1ccccc1)c1ccc2ccccc2c1OC(F)F
  3%, 2%, 0%, 3%, 0.4, -7%, 5, -0.2
- CCCN1CCC(NC(=O)Nc2ccc([N+](=O)[O-])cc2)CC1
  10%, 3%, -9%, 5%, 0.5, -3%, 1, -0.2
- CCOC(=O)c1c[nH][nH]c1=O
  6%, -8%, -8%, 8%, -0.9, 1%, -1, 2.2
- Cc1c(C(=O)N2CCN(c3ccccn3)CC2)cccc1[N+](=O)[O-]
  6%, 3%, 0%, 1%, -3.7, -4%, -8, 2.5
- O=S(=O)(Nc1cccc(-c2ccc3nncn3n2)c1)c1cc(F)ccc1F
  0%, -5%, -10%, 12%, -0.3, -18%, -20, -3.4
- COc1cccc(/C=C2\SC(=S)N(CCC(=O)N3CCCCC3)C2=O)c1
  -11%, 7%, -4%, 6%, -0.1, -4%, 0, -4.5
- O=C(NNS(=O)(=O)c1ccc2ccccc2c1)NC1CCCCC1
  -7%, 6%, -16%, -5%, -0.1, -12%, 1, 1.2
- COc1cccc(C(=O)NCC(=O)NNc2ncnc(N)c2[N+](=O)[O-])c1
  4%, -6%, -4%, 7%, -1.2, -2%, 1, -3.5
- S=C1NC2=C(CCCC2=C2SCCS2)C(c2ccccc2)N1 (configuration not stated)
  -2%, -7%, ?, -1%, 1.2, -28%, 7, 2.1
- CC(C)c1ccc(NC(=O)c2ccccc2NC(=O)C2CCCCC2C(=O)O)cc1 (configuration not stated)
  3%, -8%, -5%, 4%, -0.1, -19%, 4, -0.6
- C=CCc1ccc(OCCOc2cccc3cccnc23)c(OC)c1
  0%, -13%, -5%, -3%, -15, -28%[57.1 µM], -3, -1.1
- CCC(C)C(CO)NCCCn1cnc2c(SC)ncnc21 (configuration not stated)
  4%, 5%, 0%, 9%, -0.9, 3%, -3, -2.6
- Cc1[nH]c(C)c(S(=O)(=O)N2CCCCC2)c1C(=O)N1CCCC1
  4%, 12%, -12%, -2%, 0.1, 12%, 2, 1.1
- Cc1csc(NC(C)c2nc3cc(Cl)c(N4CCCCC4)cc3n2CCOCCO)n1 (configuration not stated)
  -10%, -5%, 5%, 7%, -0.6, -6%, -5, 0.1
- CCCSc1ccc(C(=O)Nc2ccc(F)cc2F)cn1
  5%, -14%, -2%, -1%, -4.7, 0%, -2, -1.1
- CC(C)(C)n1nnnc1C(c1cccc(C(F)(F)F)c1)N1CCC(O)CC1 (configuration not stated)
  6%, 2%, -4%, -4%, 1.5, 9%, 3, -0.2
- Cc1nnc(SCc2cc(=O)[nH]c(/N=C(\N)Nc3ccccc3Sc3ccccc3)n2)s1
  1%, -9%, 3%, 0%, -1.3, -8%, 1, -2.0
- N#C/C(=N\Nc1ccccc1F)c1nc(-c2ccccc2)cs1
  12%, -27%, -12%, -1%, 1.1, 4%, 3, 0.1
- COc1ccc(-n2c(C)cc(/C=C3/SC(=S)N(C)C3=O)c2C)cc1
  8%, 8%, -18%, 9%, -1.4, -12%, 2, 0.8
- COc1c(O)cccc1[C@@H](O)C1CCN(CCc2ccc(F)cc2)CC1
  -11%, 8%, ., -2%, ., ., ., 0.4
- CCCn1c2ccccc2c2nnc(SCc3[nH]c(=O)[nH]c3C(=O)CCCCC(=O)OCC)nc21
  -14%, -2%, -10%, -6%, -1.5, -7%, -11, -0.6

Screening results from PubChem.
